# PV pol inh – inhibitors of poliovirus RNA polymerase binding and polymerization. P03300. actives 0.66% (n = 150,000). % elongation, % (compound at 16.7 µg/mL). poliovirus polymerase elongation, fluorescence polarization; hits give low values. AID 588519; in the data active = % elongation below about 90%; note: some results filed as inactive read as strong as hits
# Target sequence (P03300 1749-2209 limits assumed): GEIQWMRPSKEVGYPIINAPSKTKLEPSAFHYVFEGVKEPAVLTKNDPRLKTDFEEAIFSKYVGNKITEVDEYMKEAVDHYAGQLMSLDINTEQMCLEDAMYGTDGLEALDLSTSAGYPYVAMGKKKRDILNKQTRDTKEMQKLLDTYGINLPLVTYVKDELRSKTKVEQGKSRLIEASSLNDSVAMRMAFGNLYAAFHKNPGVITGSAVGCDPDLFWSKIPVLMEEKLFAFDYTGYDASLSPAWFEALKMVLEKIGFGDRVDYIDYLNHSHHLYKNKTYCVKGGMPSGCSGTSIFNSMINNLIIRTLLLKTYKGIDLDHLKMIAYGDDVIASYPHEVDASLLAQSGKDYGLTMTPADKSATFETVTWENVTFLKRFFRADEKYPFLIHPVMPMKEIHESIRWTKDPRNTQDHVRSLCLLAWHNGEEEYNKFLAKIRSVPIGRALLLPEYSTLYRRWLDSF
# PV pol inh FP z-score – also measured in PV pol inh; calls as there; z-score; measured here: FP z-score; hits read low
# * hit, by the source's call.
SMILES,PV pol inh,PV pol inh FP z-score
O=C(c1ccc(Cl)s1)N1CCc2ccccc2C1,99,-0.6
Cc1cc(C)n(CC(=O)NCc2ccccc2)c(=O)n1,101,0.2
O=C1COc2ccc(C(=O)NCc3ccc4c(c3)OCO4)cc2N1,101,0.1
O=C(Cn1cnc2ccccc2c1=O)N1CCCCCC1,100,-0.8
Cc1ccc(CNC(=O)CCS(=O)(=O)c2ccc3c(c2)NC(=O)CO3)cc1,101,-0.3
O=C(OCC(=O)N(C1CCCCC1)C1CCCCC1)c1ccco1,102,0.1
O=S(=O)(c1cccc(-c2cn3ccccc3n2)c1)N1CCCCC1,102,0.1
O=C(CSc1nccn1Cc1ccc(Cl)cc1)NC1CCCC1,103,-0.9
CC1CCN(S(=O)(=O)c2ccc(NC(=O)Nc3ccccc3)cc2)CC1,99,-1.2
O=C1N/C(=N/N=C\c2[nH]ncc2Br)SC1c1ccccc1 (stereo unspecified),102,0.1
Cc1ccc(S(=O)(=O)n2nccc2-c2c(C)nc3ccccn23)cc1,104,0.1
C=CCN(CC=C)C(=O)c1ccc(N2C(=O)c3ccccc3C2=O)cc1,103,0.8
O=S1(=O)CC=C(Sc2ccccc2)C1,105,0
Cc1ccccc1N1C(=O)NC(=O)/C(=C\c2cn(CC(=O)N3CCOCC3)c3ccccc23)C1=O,100,-0.4
O=C(CN1C(=O)C2CCCCN2c2ccc(C(=O)N3CCCC3)cc21)NCc1ccc(F)cc1 (stereo unspecified),107,0.2
COCCN1C(=O)c2ccccc2C1=O,99,-0.7
O=C(Cn1nnc(-c2ccc(CN3CCOCC3)cc2)n1)Nc1ccccc1F,103,0.5
COC(=O)C1C(=O)C2=C(CC1C)Nc1ccccc1NC2c1ccc(C)cc1 (stereo unspecified),100,-0.3
CN(CCOc1ccc(Cl)cc1)Cn1nnc2ccccc2c1=O,104,-0.1
Clc1ccc(CCN2COc3cc4c(cc3C2)OCO4)c(Cl)c1,98,-0.3
CCOC(=O)c1c(NC(=O)c2cc(-c3ccc(Br)cc3)on2)sc(C)c1C,89*,-2.1*
COc1cc2c(C(=O)N3CCCCCC3)cn(C)c(=O)c2cc1OC,101,0.1
CC1CC(C)CN(C(=O)CCCc2nnc3n(C)c(=O)c4sccc4n23)C1 (stereo unspecified),103,0.4
O=C(CC1(O)C(=O)N(CCc2ccccc2)c2ccc(Br)cc21)c1ccccc1O (stereo unspecified),108,-0.4
CC1CN(C(=O)COC(=O)c2ccc3ccccc3c2)CC(C)O1 (stereo unspecified),104,1.4
CCN(CC)CCCNC(=O)c1ccc(Cn2c(SCc3ccccc3)nc3cccnc32)cc1,104,-0.9
CCn1cnc2cc(NCc3cccc(Br)c3)ccc21,103,0.4
COc1ccc(CNC(=O)C2CCCN2C(=O)NCc2ccccc2)cc1 (stereo unspecified),103,0.1
COc1cccc(OC)c1C(=O)Nc1nnc(CC(C)(C)C)s1,71*,-3.3*
C=CCN1C(=O)C(Cc2ccc(OC)cc2)S/C1=N/N=C/c1ccco1 (stereo unspecified),103,0.4
Nc1nc(OC(C(F)(F)F)C(F)(F)F)nc(OC(C(F)(F)F)C(F)(F)F)n1,102,0.2
COc1ccc2oc(=O)c(C(=O)NCCc3c(C)[nH]c4ccc(C)cc34)cc2c1,103,-0.1
COc1cccc(N2C(=O)CN=C2Nc2nc(C)cc(C)n2)c1,107,0.2
COC(=O)COc1ccc(Oc2nc(NC(C)(C)C)nc(N3CCOCC3)n2)nn1,107,0.7
Cc1ccsc1C(=O)OC(C(=O)c1c[nH]c2ccccc12)c1ccccc1 (stereo unspecified),102,0.1
O=C(O)c1ccccc1N(Cc1ccccc1)C(=O)c1ccccc1O,102,0.1
CC(C)(C)N1C(=O)c2ccc(C(=O)Nc3nccs3)cc2C1=O,105,0.3
COCCSc1nnc(NC(=O)C2CC(=O)N(C(C)(C)C)C2)s1 (stereo unspecified),103,0.5
CC(=O)Nc1ccc(NC(=O)CNC(=O)COc2ccccc2)cc1,96,-0.3
Cc1ccc(C(=O)N(C)c2ccccc2)cc1Cl,99,-0.1
O=C(Nc1ccccc1OCc1cc(=O)n2ccccc2n1)c1ccccc1F,105,-0.2
COC(=O)C(NC(=O)CCc1c(C)nc2c(c(C)nn2-c2ccccc2)c1C)C(C)C (stereo unspecified),106,0
O=C(O)c1ccc(N2CCCc3ccccc32)s1,100,-0.6
CCN(CC)c1ccc(NC(=O)c2cc(=O)c3ccccc3o2)cc1,105,0.7
COC(=O)COc1ccc2c(=O)c(-c3csc(C)n3)coc2c1,104,0.4
Cc1occc1C(=O)N/N=C/c1ccc(C(=O)O)cc1,106,0.9
CCC(CC)C(=O)N1CCc2ccccc21,100,-0.2
C=CCNC(=O)/C=C/c1ccc(Cl)c(Cl)c1,101,0.2
CCC(=O)N1CCc2cc(S(=O)(=O)NCCC(=O)NCc3ccc(C)cc3)ccc21,106,0.4
CC(C)NC(=O)C[n+]1csc2ccccc21,104,0
CCOC(=O)C(O)(c1ccc2nc(N)sc2c1)C(F)(F)F (stereo unspecified),101,0.6
Cc1nc(N2CCCC2)sc1C(=O)c1oc2ccccc2c1C,48,-7.6
O=c1[nH]c(O)c(C=NCc2cccs2)c(=O)[nH]1,100,0.1
CCC(CC)C(=O)Nc1ccc2nc(SCc3ccccc3)sc2c1,111,1
CCOc1ccc(S(=O)(=O)N2CCC(C(=O)N/N=C/c3ccc(-c4ccc(F)cc4)o3)CC2)cc1,99,-0.3
COc1ccccc1N1C(=O)NC(=O)/C(=C\C=C\c2ccco2)C1=O,99,-0.4
O=C(CCSCc1ccc(Cl)cc1)NCCc1ccccc1,116,1.4
CC(C)(C)OC(=O)N1CCC(c2nc3c(nnn3Cc3ccccc3Cl)c(=O)[nH]2)CC1,104,0.1
Cc1cc(Sc2nnc3c(n2)[nH]c2ccccc23)n2c(nc3ccccc32)c1C#N,101,0
CCC(Nc1ccc(Br)cc1)C(=O)N/N=C/c1cccnc1 (stereo unspecified),102,0.1

# The results go on:
SMILES,PV pol inh,PV pol inh FP z-score
CC(NC(=O)C1COc2ccccc2O1)C(=O)O (stereo unspecified),103,0.5
Cn1c(=O)c2c(-c3ccccc3Br)n(Cc3ccccc3)cc2n(C)c1=O,103,-0.7
COc1ccccc1/C(N)=N/O,103,0.2
Cc1ccccc1Nc1nc(N)nc(COc2ccc(F)c(Cl)c2)n1,105,0.3
CCOC(=O)c1cc(-c2ccccc2)n(-c2ccccc2C)n1,102,0.1
Cc1ccc2c(Sc3ccc(Cl)cc3)c(C(=O)N3CCCCC3)[nH]c2c1,132,5.3
COC(=O)N(c1ccccc1)P1(=S)OCCO1,96,-1.4
FC(F)Oc1ccccc1C=NCc1cn2ccccc2n1,101,-0.1
N#CC1=C(N)C(C#N)(C#N)C2(C(=O)N(Cc3ccccc3)c3ccccc32)C2CCCC=C12 (stereo unspecified),107,0.4
Cc1ccc2c(c1)NC(=O)c1cccnc1O2,105,-0.8
CCOC(=O)C1CCN(C(=O)COC(=O)/C=C/c2ccccc2)CC1,101,-0.2
CCOc1ccc(-n2c(SCc3ccccc3)nnc2-c2cccnc2)cc1,101,-0.5
CSc1nnc(SC)n1CCNC(=O)Nc1cccc(Cl)c1,106,0.2
CCSc1nc(O)c(C(C)CC)c(=O)[nH]1 (stereo unspecified),105,0.8
Cn1nnnc1SCC(=O)OC1CCCCC1,104,0.8
O=C(COc1ccc2oc3c(c2c1)CCCC3)Nc1cccnc1,103,0.5
O=C1c2ccccc2C(=O)N1Cc1ccc2[nH]c3c(c2c1)CCCC3,104,0.8
COc1ccc(C2NC(=O)NC3=C2C(=O)CC(C)(C)C3)cc1OC (stereo unspecified),106,0.5
CCOC(=O)c1ccc(NC(=O)CCCc2nc(-c3cc(OC)c(OC)c(OC)c3)no2)cc1,108,0.2
CCCOC(=O)c1sc2nc3c(c(-c4cccs4)c2c1N)CCC3,100,-0.3
Cc1ccc(-c2nnc3c4ccccc4c(C)nn23)cc1NC(=O)c1cccc(Br)c1,107,0.3
COc1ccc(NC(=O)c2ccco2)cc1NC(=O)c1ccc(C#N)cc1F,109,1
Cc1ccccc1OCC(=O)N(Cc1ccco1)Cc1ccco1,101,-0.3
CCCS(=O)(=O)N1CCC(N2CCN(Cc3ccc(C)cc3)C(=O)C2=O)CC1,109,0.5
N#Cc1c(Nc2cccc(F)c2)sc(C(=O)c2ccc(Cl)cc2)c1N,98,-1
Cc1ccc(NC(=O)CSCc2c(C)noc2C)cc1C,105,-0.1
COC(=O)c1cc(Cl)nc2ccccc12,100,-0.1
S=C(NCc1ccco1)N1CCC2(CC1)OCCO2,101,0.3
Cc1ccc2[nH]c(=O)c3cc(C(=O)NCCCN4CCC(C)CC4)sc3c2c1,96,-2.7
CCCn1c(=O)n(-c2ccccc2)c(=O)c2sc3ccccc3c21,106,0.5
CCCCOc1ccc(-c2cc3c(=O)n(CC(=O)Nc4ccc(Cl)cc4Cl)ccn3n2)cc1,105,-0.2
Cc1nn(-c2ccc(Cl)cc2)c2sc(C(=O)N3C(C)CCCC3C)cc12 (stereo unspecified),96,-0.5
CCC(C)NC(=O)c1cccc2c1C(=O)N(CC1CCCO1)C2 (stereo unspecified),101,-1.1
O=C1CCCC2=C1C(c1ccc(Cl)cc1)N=C(Nc1nc3ccccc3o1)N2 (stereo unspecified),100,-0.3
O=C(CN1c2cccc3cccc(c23)S1(=O)=O)NC1CC1,102,0.2
CC1(C)C2CCC1C(O)C2O (stereo unspecified),103,0.3
O=C(OCCN1C(=O)c2ccccc2C1=O)c1cccs1,101,0.3
CCc1ccc(-c2n[nH]c(=O)c3ccccc23)cc1,104,0.4
CCC(=O)NNc1ncnc2c1cnn2-c1ccc(C)c(Cl)c1,99,-1.4
Cc1ccc2[nH]c(=O)c3cc(C(=O)NC4CCC(C)CC4)sc3c2c1 (stereo unspecified),105,0.1
CCCOc1ccc(C(=O)Nc2ccc3nn(-c4ccc(OC)c(Cl)c4)nc3c2)cc1,107,0.5
Cc1ccc(C)c(NC(=O)CN2C(=O)C3(SCC(=O)N3c3ccc(C)c(C)c3)c3ccccc32)c1 (stereo unspecified),114,0.8
O=C(c1cccnc1)n1nc(NCc2ccccc2)nc1NCc1ccccc1,101,-0.5
COc1cc(OC)c(NC(=O)N2CCSc3ccccc32)cc1Cl,99,-2
CC1=C(C(=O)Nc2ccccc2)C(CC(C)C)n2nc(SCc3cccc(C)c3)nc2N1 (stereo unspecified),103,0.4
CC(C(=O)NC1CCCC1)N1CCN(c2ccccn2)CC1 (stereo unspecified),100,-0.1
O=C(O)c1cn(C2CC2)c2cc(N3CCN(C(=S)S)CC3)c(F)cc2c1=O,102,-0.4
CC(c1ccccc1)N1C(=O)NC(C(F)(F)F)(C(F)(F)F)C2=C1CC(C)(C)CC2=O (stereo unspecified),100,-0.5
O=C(O)c1ccc(-n2cncn2)cc1,98,-0.4
CCOc1ccc(C(CNC(=O)C(CC)c2ccccc2)N2CCOCC2)cc1OC (stereo unspecified),104,0.1
Cc1ncc(CC(=O)n2cc(C(=O)c3cc(F)ccc3O)cn2)s1,96,-0.9
c1ccc(CC2CCCCN2)cc1 (stereo unspecified),102,0.2
C=CCn1cc(C(=O)N(C)CCCC)c(=O)c2cc(S(=O)(=O)N(CC)CC)ccc21,100,-0.3
COc1ccc(CN2CCCCCC2)cc1,98,-0.1
CCOC(=O)c1cc(C)nn1Cc1ccc(Cl)cc1,99,-0.5
O=c1oc2ccccc2cc1-c1csc(NN=C2CCCC2)n1,100,-0.3
Cc1ccccc1-c1nsc(SCC(=O)N2CCCCC2)n1,101,0.1
CN1C(=O)C(=C(C#N)C#N)c2cc(Br)ccc21,103,0.4
O=C(O)CCC(=O)N1CCC(O)(c2ccc3c(c2)OCO3)CC1,103,0.3
CCOCCCNC(=O)C(c1ccc(OC)cc1)N(Cc1cccs1)C(=O)c1ccc(NC(C)=O)cc1 (stereo unspecified),104,0

# (next part)
SMILES,PV pol inh,PV pol inh FP z-score
CCC(C)Sc1nnc(Cn2c(=O)sc3ccccc32)n1-c1ccc(OC)cc1 (stereo unspecified),101,0.4
Cc1ccc(Oc2ncccc2NC(=O)c2ccc(Cl)cc2Cl)c2c1CCC2,99,-0.6
Nn1c(-c2ccccc2)nc2ccccc2c1=O,97,-0.3
COc1ccccc1NC(=O)Cn1c(=O)n(Cc2ccc3c(c2)OCO3)c(=O)c2oc3ccccc3c21,108,0.3

# Compounds shown so far with an aryl thioether with sulfur outside any ring:
SMILES,PV pol inh,PV pol inh FP z-score
O=C(CSc1nccn1Cc1ccc(Cl)cc1)NC1CCCC1,103,-0.9
O=S1(=O)CC=C(Sc2ccccc2)C1,105,0
CCN(CC)CCCNC(=O)c1ccc(Cn2c(SCc3ccccc3)nc3cccnc32)cc1,104,-0.9
COCCSc1nnc(NC(=O)C2CC(=O)N(C(C)(C)C)C2)s1 (stereo unspecified),103,0.5
CCC(CC)C(=O)Nc1ccc2nc(SCc3ccccc3)sc2c1,111,1
Cc1cc(Sc2nnc3c(n2)[nH]c2ccccc23)n2c(nc3ccccc32)c1C#N,101,0
Cc1ccc2c(Sc3ccc(Cl)cc3)c(C(=O)N3CCCCC3)[nH]c2c1,132,5.3
CCOc1ccc(-n2c(SCc3ccccc3)nnc2-c2cccnc2)cc1,101,-0.5
CSc1nnc(SC)n1CCNC(=O)Nc1cccc(Cl)c1,106,0.2
CCSc1nc(O)c(C(C)CC)c(=O)[nH]1 (stereo unspecified),105,0.8
Cn1nnnc1SCC(=O)OC1CCCCC1,104,0.8
CC1=C(C(=O)Nc2ccccc2)C(CC(C)C)n2nc(SCc3cccc(C)c3)nc2N1 (stereo unspecified),103,0.4
Cc1ccccc1-c1nsc(SCC(=O)N2CCCCC2)n1,101,0.1
CCC(C)Sc1nnc(Cn2c(=O)sc3ccccc32)n1-c1ccc(OC)cc1 (stereo unspecified),101,0.4

# Some of the compounds tested, so the mix of outcomes need not match the whole.
